IMPase inh = cell-permeable inhibitors of inositol monophosphatase (IMPase). inhibition (IP1 accumulation), % at 46.1 µM. 120,000 tested, under 10 active. CHO-M1 cells, IP1 accumulation, HTRF TR-FRET ratio; active means well fitted curve in the direction sought with a large enough effect in the signal ratio, not every such curve was filed as active; inconclusive means small, poorly fitted or top-dose-only effect, or a change in a side signal; inactive means no such curve, though single readings can be large or run the other way; the % refers to the signal ratio;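 further: cells stimulated with carbachol in lithium chloride buffer; plate controls were DMSO basal wells for no effect and reference inhibitor wells for full effect; higher means more IMPase inhibition seen as more IP1 and lower FRET ratio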
Target sequence (P97697 whole entry, looked up): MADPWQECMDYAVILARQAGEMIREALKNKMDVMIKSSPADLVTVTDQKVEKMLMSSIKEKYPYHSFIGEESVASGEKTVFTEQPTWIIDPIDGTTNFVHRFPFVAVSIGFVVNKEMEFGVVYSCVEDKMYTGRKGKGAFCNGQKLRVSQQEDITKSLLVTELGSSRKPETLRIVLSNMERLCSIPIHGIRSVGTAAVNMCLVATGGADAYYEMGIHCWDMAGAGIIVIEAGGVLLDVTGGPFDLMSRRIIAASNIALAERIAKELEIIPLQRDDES
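Elevated IP1 in lysates lowers TR-FRET signal (665/620 ratio and 620 channel reported). Cells were CHO-M1, given carbachol (50 uM as added) plus 50mM LiCl, pH 7.4, 30 min, 37C; compounds titrated up to 46 uM; AC50 by Hill equation.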
12-hLO inh = inhibitors of human 12-lipoxygenase (ALOX12). P18054. purified 12-hLO, xylenol orange hydroperoxide absorbance. Potency, µM (series often up to 57.1 µM), without a hit: at the highest dose activity change, negative = inhibition, most hits filed as inhibitors. hit rate 0.12% among 150,000. AID 1452; further: potency means the concentration at half of the fitted maximal effect; nearly all actives have a fitted effect of over 55% in size; many of its hits are not listed in these tables
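150 nM 12hLO, 25 mM Hepes pH 7.0 + 0.01% Triton X-100; cpd preinc 15 min RT; 40 uM arachidonic acid, 30 min RT; Fe-XO 30 min; A573/A405 ratio as read-out.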
15-hLO-2 inh = blocks human 15-lipoxygenase 2 activity; hit rate 0.56% among 110,000; purified 15hLO-2, xylenol orange hydroperoxide absorbance; Potency, µM (top dose mostly 57.1 µM), without a hit: at the highest dose activity change, negative = inhibition, most hits filed as inhibitors; O15296; further: potency means the concentration at half of the fitted maximal effect; nearly all actives have a fitted effect of over 60% in size; many of its hits are not listed in these tables
Target sequence (O15296 whole entry, looked up): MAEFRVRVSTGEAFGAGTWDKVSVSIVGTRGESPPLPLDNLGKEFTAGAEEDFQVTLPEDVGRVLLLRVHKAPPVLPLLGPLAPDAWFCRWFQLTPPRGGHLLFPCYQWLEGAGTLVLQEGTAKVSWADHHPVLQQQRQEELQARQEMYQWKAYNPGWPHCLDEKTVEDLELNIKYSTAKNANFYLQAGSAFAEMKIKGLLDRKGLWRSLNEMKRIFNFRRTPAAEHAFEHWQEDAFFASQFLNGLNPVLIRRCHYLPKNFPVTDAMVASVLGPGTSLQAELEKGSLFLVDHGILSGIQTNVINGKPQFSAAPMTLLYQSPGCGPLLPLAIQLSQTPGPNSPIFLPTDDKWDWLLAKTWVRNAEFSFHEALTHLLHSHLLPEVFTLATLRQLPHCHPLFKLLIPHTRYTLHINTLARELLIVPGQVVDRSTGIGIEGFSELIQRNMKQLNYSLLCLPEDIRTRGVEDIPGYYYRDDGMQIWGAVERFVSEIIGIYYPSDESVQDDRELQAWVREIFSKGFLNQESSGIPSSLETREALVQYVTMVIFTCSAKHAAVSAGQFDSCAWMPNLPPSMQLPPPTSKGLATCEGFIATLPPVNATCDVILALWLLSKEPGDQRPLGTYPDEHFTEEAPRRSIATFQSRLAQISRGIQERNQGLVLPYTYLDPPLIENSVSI
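Read-out: hydroperoxide product oxidises ferrous iron, measured as xylenol orange complex via the 573-to-405 nm absorbance ratio after 30 min. Reaction: 50 nM enzyme, 15 min compound preincubation, 45 uM arachidonic acid, 90 min RT, Hepes pH 7.5 with Triton X-100.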
PNC inhibitor = inhibitors of perinucleolar compartment assembly; PC3M PTB-GFP, PNC prevalence imaging, 16 h; stronger effect = lower value; activity change (PNC), negative = inhibition, % at 10 µM; hit rate 3.1% among 140,000;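 active means readout at or below -70, meaning at least 70% loss of cells showing the perinucleolar compartment, a nuclear body marking cancer cells; inconclusive means readout between -30 and a set limit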;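 further: plate controls were DMSO wells for no effect and camptothecin positive control wells for full effect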
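Compounds are pinned in duplicate onto adhered PC3M cells stably expressing GFP-tagged PTB and incubated 16 h at 37 C. Cells are then fixed, nuclei stained with Hoechst, and PNC-positive cells counted.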
Numbers without * were called inactive; u = inconclusive; x = not tested or not shown; [ ] = dose if it differs, or a comment. Unless noted, the call rests on the fitted dose curve; in most records, active means well fitted curve in the direction sought with a large enough effect; inconclusive means small, poorly fitted or top-dose-only effect, or another doubt; inactive means no such curve, though single readings can be large; an effect the other way counts as inactive or inconclusive. Unless noted, on the % scale 0 is the no-effect control and ±100 the full control effect. Only part of the results is shown; count on the stated rates, not on these rows.

SMILES	IMPase inh	12-hLO inh	15-hLO-2 inh	PNC inhibitor
Cc1ccc(-c2cn(S(=O)(=O)c3cccc4nsnc34)nc2N)cc1	12	-7%	7%	3
Cc1cc2nc3c(=O)n(C4CCCCC4)c(=O)[nH]c3nc2cc1N	x	-7%	x	13
COc1ccc(CNc2cc(C)nc3ncnn23)c(OC)c1	17	2%	2%	u
CCOc1ccc(S(=O)(=O)NNC(=O)c2cc3ccccc3o2)cc1	x	-3%	x	-6
CCc1nc(SCC(=O)Nc2sc(C)c(C)c2C(=O)OC)c2ccccc2n1	1	-4%	11%	u
Cc1cc2ncn(S(=O)(=O)N(C)C)c2cc1C	1	0%	1%	0
CC(C)CNC(=O)[C@H](Cc1ccccc1)NC(=O)c1ccco1	2	-8%	2%	-11
CC(C)C(=O)N1CCC(CN=CC2=C(O)CC(C)(C)CC2=O)CC1	-4	2%	x	u
CCOc1ccc(NC(=O)CC2C(=O)N(CC)C(=S)N2CCNC(C)=O)cc1 (stereo not given)	x	0%	x	11
COc1ccc(/C=N/S(=O)(=O)c2cccs2)cc1	2	1%	1%	u
COc1ccc(N2C(=O)C3ON(C4SC(=S)N(C)C4(C)C)C(c4ccc([N+](=O)[O-])cc4)C3C2=O)cc1 (stereo not given)	0	3%	-5%	-10
CC1CCN(C(=O)c2ccc3c(c2)OCCO3)CC1	4	-1%	-7%	u
COc1cccc(CNC(=O)CCNC(=O)Cn2ccc3ccccc3c2=O)c1	-7	-2%	4%	47
Cc1cc(NC(=O)CSc2nc3c(c(=O)n2-c2ccccc2)SC(C)C3)no1 (stereo not given)	-8	-4%	x	-17
COc1cc2c(cc1NC(=O)COC(=O)/C=C/c1ccccc1)oc1ccccc12	5	1%	x	49
Cc1cc(/C=C(/C#N)c2cccc(F)c2)c(C)n1-c1cccnc1	13	-17%	7%[2.29 µM]	-22
CCn1nc(NC(=O)c2ccncc2)c2cc3cccc(C)c3nc21	-2	-5%	-13%	-17
NC(=O)CSc1nnc(-c2cccnc2)n1Cc1ccccc1	14	3%	x	304
O=C(CSc1n[nH]c(-c2ccncc2)n1)Nc1ccccn1	1	-5%	0%	3
Cc1ccc(C)c(N(C(=O)Cn2nnc(-c3cccs3)n2)C(C(=O)NC2CCCC2)c2ccncc2)c1 (stereo not given)	-3	1%	3%	44
Cc1ccc(S(=O)(=O)N2CCCN(S(=O)(=O)c3ccc4ccccc4c3)CC2)cc1	-8	6%	x	-100*
Cn1c(=O)[nH]c(=O)c2c1nc(N1CCCCCC1)n2Cc1cccc2ccccc12	8	6%	-3%	-20
COc1ccc([N+](=O)[O-])cc1NC(=O)C1CCCCC1C(=O)O (stereo not given)	x	2%	x	31
Cc1ccc(C(=O)Nc2ccc(O)cc2C(=O)O)cc1C	0	10%	-9%	21
Cc1cc(-c2ccco2)n(CC(=O)O)n1	7	3%	10%	u
Cn1c(CN2CCOCC2)nc2cc(NC(=O)c3ccc(F)cc3)ccc21	3	0%	-1%	22
C1CCCC(N2CCNCC2)CC1	7	10%	x	-13
CCn1cc(C(=O)Nc2ccc(-n3cnnn3)c(OC)c2)c(=O)c2ccc(C)nc21	-8	-1%	-9%	58
Cc1cc(/C=c2/sc3nc4ccccc4n3c2=O)c(C)n1-c1ccccn1	7	-15%	-27%	-8
Cn1c(=O)c2c(ncn2CCSS(=O)(=O)O)n(C)c1=O	x	5%[11.4 µM]	0%[11.4 µM]	x

Exported with values under each structure: part of the list above.
Second line of a record – IMPase inh, 12-hLO inh, 15-hLO-2 inh, PNC inhibitor
- COc1ccc([N+](=O)[O-])cc1NC(=O)C1CCCCC1C(=O)O (stereo not given)
→ x, 2%, x, 31
- Cc1ccc(C(=O)Nc2ccc(O)cc2C(=O)O)cc1C
→ 0, 10%, -9%, 21
- Cc1cc(-c2ccco2)n(CC(=O)O)n1
→ 7, 3%, 10%, u
- Cn1c(CN2CCOCC2)nc2cc(NC(=O)c3ccc(F)cc3)ccc21
→ 3, 0%, -1%, 22
- C1CCCC(N2CCNCC2)CC1
→ 7, 10%, x, -13
- CCn1cc(C(=O)Nc2ccc(-n3cnnn3)c(OC)c2)c(=O)c2ccc(C)nc21
→ -8, -1%, -9%, 58

Next records:
SMILES	IMPase inh	12-hLO inh	15-hLO-2 inh	PNC inhibitor
Cc1ccc(C(=O)NC2CC(C)(C)NC(C)(C)C2)c(C)c1	-5	-2%	2%	22
Cc1cc(NC(=O)CN2CCN(c3ncccn3)CC2)no1	7	-3%	-19%	24
CCOc1ccc(OCC)c(-c2c(=O)n(OCc3ccccc3C(=O)OC)c3ccccc3[n+]2[O-])c1	6	-3%	-10%	64
O=C(CNC(=O)c1cc2ccccc2o1)NCc1cccs1	-8	-5%	x	-18
C/C(=N/N1CCN(c2ccccn2)CC1)c1ccc([N+](=O)[O-])cc1	-4	-10%	5%	23
c1ccc(-c2ncc3c(ccc4ccccc43)n2)cc1	x	-3%	x	66
COc1ccc(CCNC(=O)CCCn2c(SCC#N)nc3ccccc3c2=O)cc1OC	2	-6%	1%	-5
CCCCNC(=O)CSc1nc2ccccc2c(=O)n1CCNC(C)=O	3	3%	2%	42
O=C(Nc1ccc(F)cc1F)c1cccnc1	4	2%	3%	-2
Cc1cc(=O)c2c(C)nn(-c3ccccc3)c2[nH]1	-2	-3%	-3%	u
Cc1nn(C)cc1NC(=O)c1ccc(Br)o1	x	-3%	x	u
O=C(NCc1cccnc1)c1noc2c1CCCCC2	0	0%	-1%	10
Cc1ccc(C(=O)N(NC2=NS(=O)(=O)c3ccccc32)S(=O)(=O)c2ccc(C)cc2)cc1	-3	-10%	1%	-2
Cc1ccc(C(O)c2nc3ccccc3n2C(C)C)cc1 (stereo not given)	-4	-8%	20%	u
O=C(Cn1nnc2ccccc2c1=O)NCCc1ccc(F)cc1	x	-1%	x	-23
Nc1nc(N)nc(CCCc2nc(N)nc(N)n2)n1	x	5%[11.4 µM]	-2%[11.4 µM]	x
COc1ccc(OCC(O)CN(CCO)CC(O)Cn2ccc3ccccc32)cc1 (stereo not given)	x	-4%	x	-29
Cc1ccccc1C(=O)NC(=S)Nc1sc2c(c1C#N)CCCC2	-6	-2%	u	u
O=C(NC1CCN(C(=O)N2c3ccccc3Sc3ccccc32)CC1)c1ccco1	8	-8%	-3%	31
CCOC(=O)c1ccc2c(c1)nc(SCC(=O)c1cc3ccccc3o1)n2CC	4	4%	-9%	-1
CC(=O)c1ccc2cccc3c2c1N=CN3C	u	-10%	-15%	u
C=CCn1c(N)cc(=O)nc1SCC(=O)Nc1ccccc1	-7	-6%	-4%	5
O=P(CCCCCCCCCP(=O)(c1ccccc1)c1ccccc1)(c1ccccc1)c1ccccc1	4	u	-19%	17
CS(=O)(=O)N(CCc1ccccc1)CC(=O)N1CCN(Cc2ccc3c(c2)OCO3)CC1	6	0%	8%	-15
Cc1ccc(S(=O)(=O)NCCCCCC(=O)NC(C)(C)CO)cc1	-11	0%	2%	u
Cc1ccc(C(=O)N2c3ccccc3N(Cc3ccccc3)C(=O)C2(C)C)cc1	11	-13%	13%	-4
CCOC(=O)c1sc(Nc2nc3c(OC)cccc3s2)nc1C	-5	-9%	-3%	29
COc1ccc(CNC(=O)c2ccc(=O)oc2)cc1OC	7	-4%	1%	u
COc1cc2ncnc(NCc3ccccc3C)c2cc1OC	-3[1.84 µM]	-7%	11%[11.4 µM]	5
Cc1cc(NC(=O)CSc2nnc(-c3ccc(Br)o3)n2Cc2ccccc2)no1	-9	-7%	-15%	17
O=C(c1cc2c(s1)CCCC2)N1CCN(S(=O)(=O)c2ccccc2C(F)(F)F)CC1	x	-1%	x	-18
O=C(CC12CC3CC(CC(C3)C1)C2)NCC(=O)N1CCc2ccccc2C1	-1	u	6%	16
Clc1cccc(-c2ccc(/C=N/n3cnnc3)o2)c1Cl	-5	4%	x	-100*
Cc1nn(-c2ccc(F)cc2)c2sc(C(=O)N3CCCCCC3)cc12	-3	-6%	-2%	10
O=c1c2sc(-c3ccccc3)cc2nc2n1CCC2	-4	9%	x	89
Clc1ccccc1CONc1ncnc2nonc12	x	0%	x	-11
CCCn1c(SCC(=O)Nc2nc3c(s2)CCCC3)nc2c1c(=O)n(C)c(=O)n2C	-6	0%	8%	13
COc1cc2c(cc1OC)[C@H](c1ccccc1)CN(C)CC2	4	-3%	10%	x
CC(=O)c1ccc(OCCCC(=O)NC2=NCCS2)cc1	0	u	5%	71
CCOC(=O)c1ccccc1Nc1cc(C)nc2nc(C)nn12	-5	-4%	x	-9
CN(C)[C@H]1N(C(=O)c2ccc(Br)cc2)N=C2c3ccccc3S(=O)(=O)N21	7	2%	0%	36
CCOC(=O)c1ccc2[nH]cc(C(C)=O)c(=O)c2c1	-8	3%	x	-13
C=C(C)C1CC=C(C)/C(=N\NC(=O)CNc2cccc3ccccc23)C1 (stereo not given)	-4	1%	x	-3
O=C(CN1C(=O)c2ccccc2C1=O)c1ccccc1	2	-1%	4%	15
CCCC[C@H]1C(=O)N(c2ccccc2)N(c2ccc(O)cc2)C1=O	-4[20.6 µM]	-4%[25.6 µM]	-11%[25.6 µM]	x
Cc1ccc(N=c2ssnc2Cl)cc1	u	28µM*	u	u
CCOC(=O)c1[nH]c2ccc(Br)cc2c1NC(=O)CCN1CCCC(C)(C)C1	x	-2%	x	33
COc1ccc(NC(=O)Cn2nnc(C(N)=O)c2N)c(OC)c1	3	5%	-11%	u
CC1Cc2ccccc2N1C(=O)CSc1nnc2n1C(C)(C)Cc1ccccc1-2 (stereo not given)	3	-4%	0%	3
NC(=S)N/N=C/c1ccc(-c2cc(Cl)cc(Cl)c2)o1	5	u	u	20
CCN(CCCNC(=O)C1CCN(S(=O)(=O)c2c(C)[nH]c(=O)[nH]c2=O)CC1)c1cccc(C)c1	-9	-2%	-1%	-22
O=C(Nc1cccc(F)c1)N1CC2(CCN(C(=O)c3ccncc3)CC2)C1	x	7%	-5%	x
COc1ccc(S(=O)(=O)CCc2nc3ccccc3s2)cc1	7	-2%	7%	10
Cc1cc(NC(=O)CCOc2ccccc2)no1	4	2%	-9%	u
CC1(c2cc(C(F)(F)F)n3nc(C(=O)O)cc3n2)CC1	-8	-1%	x	200
C/C(=N\O)C1(C)N(O)C(C)(C)C(c2ccc(Br)cc2)=[N+]1[O-] (stereo not given)	9	-4%	-22%	u
CCCn1c2ccccc2c2nnc(SCC(=O)Nc3ncccn3)nc21	3	-4%	-13%	u
CC(C)(C)C(=O)OCc1cn(-c2ccccc2)nn1	2	-3%	4%	32
CC(C)C(c1nnnn1C1CCCC1)N1CCN(C(=O)c2ccco2)CC1 (stereo not given)	8	4%	-1%	u
CCc1ccc(C(=O)/C=C/c2cnn(C)c2C)s1	-10[0.369 µM]	-4%	x	9

(listing goes on)
SMILES	IMPase inh	12-hLO inh	15-hLO-2 inh	PNC inhibitor
COCCN1C(=O)c2ccccc2C(C(=O)Nc2ccc3c(c2)OCCO3)C1c1ccc(F)cc1 (stereo not given)	-1	5%	0%	5
Cc1ccc(Cl)cc1NC(=O)C(Cc1ccccc1)N1C(=O)C2C3CCC(C3)C2C1=O (stereo not given)	x	-2%	x	-24
O=C(Nc1ccc2ccccc2c1)c1ccc(NS(=O)(=O)c2ccc(Br)s2)cc1	x	-8%	x	78
O=c1cc(-c2ccccc2O)oc2cc(O)cc(O)c12	6	-13%	-23%	x
CC(C)N=c1scc(-c2ccco2)n1/N=C/c1ccc(O)c(O)c1	13	u	13µM*	11
c1ccc(CC2CNc3ccccc3CN2)cc1 (stereo not given)	5	0%	9%	23
CCC(C)NS(=O)(=O)c1cccs1 (stereo not given)	6	1%	3%	-11
CCOC(=O)NC(=S)c1ccc[nH]1	x	-2%	x	-2
O=C(NC1CCC(NC(=O)C(F)(F)C(F)F)CC1)C(F)(F)C(F)F (stereo not given)	13	4%	-1%	u

High-throughput results: PubChem, National Center for Advancing Translational Sciences (NCATS)
